D1 agonist: agonists of human D1 dopamine receptor; P21728; activation, % at 2 µM; HEK293 T-REx D1 cells, calcium flux, agonist mode; 360,000 compounds, 1% hits; in the data active = activation above about 30%; also: 0% is about no effect
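Agonism was scored from calcium flux recorded over 180 s (1 read/s) after pintool compound addition, following a 10-cycle baseline. Cells were inducible force-coupled HEK293 TREx D1, plated overnight at 30 C and loaded with no-wash calcium dye.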
TRHR agonist: TRH receptor (human) agonism | 360,000 compounds, 0.18% hits | AID 493084 | activation, % at 2 µM | TRHR cells, calcium flux fluo-8, FDSS agonist mode | P34981; in the data active = activation above about 30%; also: 0% is about no effect
Target sequence (P34981 whole entry, looked up): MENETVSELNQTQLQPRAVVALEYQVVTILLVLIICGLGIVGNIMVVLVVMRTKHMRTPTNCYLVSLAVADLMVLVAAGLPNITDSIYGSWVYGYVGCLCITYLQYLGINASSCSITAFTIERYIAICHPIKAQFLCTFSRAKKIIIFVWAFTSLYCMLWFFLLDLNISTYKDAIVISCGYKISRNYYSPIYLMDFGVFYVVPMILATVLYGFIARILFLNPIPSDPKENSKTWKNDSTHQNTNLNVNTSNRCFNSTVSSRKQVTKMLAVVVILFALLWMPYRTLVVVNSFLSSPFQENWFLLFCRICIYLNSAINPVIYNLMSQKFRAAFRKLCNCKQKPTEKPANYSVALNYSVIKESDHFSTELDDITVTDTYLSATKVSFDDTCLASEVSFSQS
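Agonist-mode FDSS calcium read (Ex 480/Em 530, 1 s cycles) in 1536-well TRHR cells with fluo-8 dye, after 10-cycle baseline and 23 nL compound addition; TRH at EC20 (10 nM final) added afterwards for the enhancer phase.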
D2 potentiator: positive allosteric modulators of human D2 dopamine receptor; 340,000 compounds, 0.34% hits; HEK293 T-REx D2, calcium flux, EC20 dopamine potentiation; potentiation, % at 10 µM; P14416;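 active = potentiation over 3 SD above the plate norm, cut at about 30% in these data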; also: 0% is about no effect
Target sequence (P14416 whole entry, looked up): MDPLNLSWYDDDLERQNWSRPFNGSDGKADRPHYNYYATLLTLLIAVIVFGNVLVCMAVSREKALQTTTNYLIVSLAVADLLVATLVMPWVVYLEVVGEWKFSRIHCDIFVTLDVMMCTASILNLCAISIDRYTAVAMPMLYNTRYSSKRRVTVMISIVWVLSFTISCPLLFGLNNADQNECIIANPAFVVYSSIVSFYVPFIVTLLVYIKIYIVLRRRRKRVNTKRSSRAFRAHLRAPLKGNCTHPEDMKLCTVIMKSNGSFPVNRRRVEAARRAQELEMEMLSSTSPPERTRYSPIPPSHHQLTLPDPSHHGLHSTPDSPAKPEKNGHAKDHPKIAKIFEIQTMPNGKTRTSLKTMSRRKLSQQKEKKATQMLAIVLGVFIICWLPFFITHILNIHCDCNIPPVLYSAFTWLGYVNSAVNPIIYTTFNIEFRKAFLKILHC
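Primary screen. Calcium kinetics in induced HEK293 T-REx D2 cells: compound pre-addition 180 s, EC20 dopamine, 180 s more.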
D1 antag: human D1 dopamine receptor antagonism. HEK293 TREx D1 cells, calcium flux, dopamine EC80; active compounds read low. activity change, negative = inhibition, % at 10 µM. 360,000 compounds, 3.2% hits. AID 504652; in the data active = activity change below about -30%; also: % is scaled to controls: 0 for no effect and ±100 for the full control effect
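HEK293 T-REx cells expressing inducible, force-coupled D1 receptor; no-wash Ca dye, 30–90 min RT. Cmpd → 180 s read at 1 Hz → EC80 DA → 180 s read.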
RXFP1 antag: RXFP1 (human) relaxin receptor antagonism; Q9HBX9; HEK293-RXFP1, relaxin-stimulated cAMP HTRF, 30 min; active compounds read low; activity change, negative = inhibition, % at 57.5 µM; 350,000 compounds, 0.59% hits; AID 1259400;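 active = activity change of -60% or lower, but not beyond a set lower limit; inconclusive = change between -60% and -40%, or beyond the set limit; inactive = change above -40%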; also: % is scaled to controls: 0 for no effect and ±100 for the full control effect
TRHR PAM: allosterically enhances the human TRH receptor; P34981; TRHR cells, fluo-8 calcium fluorescence, EC20 TRH enhancement; enhancement, % at 2 µM; 360,000 compounds, 0.66% hits; AID 493056; in the data active = enhancement above about 30%; also: 0% is about no effect
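TRHR-expressing cells loaded with fluo-8 calcium dye were read kinetically (ex 480/em 530) during compound addition, then stimulated with an EC20 of TRH (10 nM final). Enhancement of the Gq-mediated intracellular calcium response was scored.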
RXFP1 agonist: RXFP1 (human) receptor agonism. Q9HBX9. HEK293T-RXFP1 cAMP TR-FRET, 30 min; response scale: percent of porcine relaxin response, buffer zero. Potency, µM (top dose mostly 57.5 µM), inactives show top-dose activation, hits mostly activators. 370,000 compounds, 0.3% hits; also: potency is read from the fitted curve at half-maximal effect; % is scaled to controls: 0 for no effect and ±100 for the full control effect; nearly all actives have a fitted effect of over 60% in size; many of its hits are not listed in these tables
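HEK293 cells stably expressing RXFP1, treated 30 min at 37C with compounds plus PDE4 inhibitor Ro 20174; cAMP measured by HTRF TR-FRET. Normalized to buffer and 29 nM porcine relaxin; EC50 by Hill fit.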
D1 PAM: human D1 dopamine receptor positive modulation; P21728; HEK293 TREx D1 cells, calcium flux, dopamine EC20 potentiation; potentiation, % at 10 µM; 360,000 compounds, 0.036% hits; AID 504651; in the data active = potentiation above about 30%; also: 0% is about no effect
Anesthetic bind: binds horse apoferritin like a general anesthetic. 350,000 compounds, 0.074% hits. Potency, µM (doses to about 77.5 µM), for inactives: at the highest dose activity change, negative = displacement, usual class: inhibitors. apoferritin/1-aminoanthracene competitive binding, fluorescence; also: potency is read from the fitted curve at half-maximal effect; % is scaled to controls: 0 for no effect and ±100 for the full control effect; nearly all actives have a fitted effect of over 20% in size
Target sequence (P02791 2-175 limits assumed): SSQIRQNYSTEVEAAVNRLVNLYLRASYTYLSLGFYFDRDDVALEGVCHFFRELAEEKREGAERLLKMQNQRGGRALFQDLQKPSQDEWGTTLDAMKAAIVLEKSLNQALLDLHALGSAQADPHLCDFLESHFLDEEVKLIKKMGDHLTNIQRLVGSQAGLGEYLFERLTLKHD
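Apoferritin-based anesthetic binding model; compound displacement of fluorescent 1-AMA measured as endpoint fluorescence after 10 minutes at room temperature, scaled to free-ligand and complex controls.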
The depositor's hits bear a star; ? = inconclusive; nt = no result given; & = joins results of further samples; [ ] = remark or other dose. Unless noted, calls follow the shape of the dose curve; as a rule, active = well fitted curve in the direction sought with a large enough effect; inconclusive = small, poorly fitted or top-dose-only effect, or another doubt; inactive = no such curve, though single readings can be large; an effect the other way counts as inactive or inconclusive.

SMILES,D1 agonist,TRHR agonist,D2 potentiator,D1 antag,RXFP1 antag,TRHR PAM,RXFP1 agonist,D1 PAM,Anesthetic bind
COc1ccc(-n2nc(C(=O)N3CCN(c4ccccc4OC)CC3)c3c4ccccc4n(C)c3c2=O)cc1,3,0.4,6,-3,-1,-6,9.3%,0,-8%
CCCNC(=O)c1ccccc1NC(=O)CN(c1ccccc1)S(=O)(=O)N(C)C,0,9.1,nt,-28,6,5,-1.2%,2,-8%
O=C(/C=C/c1ccco1)Nc1ccccc1N1CCOCC1,1,-0.1,-11,9,-11,-4,2.5%,-1,-7%
CCSCc1nnc(SCC(=O)Nc2ccc(OC)cc2)n1C,0,-0.1,-5,25,-1,2,0.4%,-4,-12%
Cc1ccc(C(O)P(=O)(OC2CCCCC2)OC2CCCCC2)cc1 (stereo not given),29,-1.3,nt,10,-13,8,-0.2%,-1,-18%
O=C1CC(c2ccc(O)c(O)c2)Oc2c1ccc(O)c2O (stereo not given),0,-0.3,-20,-3,nt,9,0.0%,-1,-12%
COc1ccc(S(=O)(=O)N2CCCCCC2)cc1,1,-0.1,-2,nt,4,0,-1.2%,-2,?
O=C(CSc1nc2ccccc2s1)NC(=O)NCc1ccco1,15,-1.5,5,0,5,9,3.0%,-5,?
CC(C)C(=O)c1cc2c(cc1NC(=O)c1ccccc1)OCCO2,3,1.2,4,2,-5,14,-1.4%,4,-4%
CC(Oc1ccc2c3c(c(=O)oc2c1)CCC3)C(=O)NC1CCN(Cc2ccccc2)CC1 (stereo not given),0,-0.3,-14,8,1,2,0.4%,-1,-18%
O=C(Cn1cnc2c(cnn2-c2ccc(F)cc2)c1=O)NCCc1ccccc1,2,-1.0,-1,-6,nt,5,-0.7%,1,12%
Cc1ccc(CNC(=O)[C@H]2C[C@@H]2[C@H](NP(=O)(c2ccccc2)c2ccccc2)c2ccccc2)o1,-3,-0.5,0,-1,nt,1,3.0%,2,-15%&-10%
CCn1c(SCc2nc3ccccc3[nH]2)nnc1-c1ccccc1OC,6,-0.3,5,-17,7,3,-0.1%,-3,-11%
Cc1nn(-c2ccccc2)c(C)c1/C=N/NC(=O)c1cc(-c2ccc(Cl)s2)[nH]n1,0,0.3,-4,-2,-13,2,2.3%,-7,?
CC(NC(=O)c1ccccc1O)c1ccccc1 (stereo not given),2,0.3,-6,5,-5,1,0.3%,-9,?
CCOc1ccc(N(CC(=O)Nc2ccccc2C)S(=O)(=O)c2c(C)noc2C)cc1,-1,-0.6,-9,2,nt,-2,-1.4%,0,-10%
O=C(COC(=O)Cc1ccccc1[N+](=O)[O-])NCc1ccc(Cl)cc1,0,-0.2,nt,18,-2,1,0.6%,0,1%
CCOC(=O)c1ccc(S(=O)(=O)NNC(=O)COc2ccccc2C)cc1,0,0.4,6,-16,1,-4,-3.5%,-1,1%
CC(O)C(NS(=O)(=O)c1ccc(Cl)cc1)C(=O)OCC(=O)Nc1cccnc1Cl (stereo not given),0,-0.1,4,-3,-2,-2,0.8%,-1,-5%
O=C(O)CC(NS(=O)(=O)c1c(F)cc(F)cc1Br)c1ccccc1Cl (stereo not given),1,-0.2,-5,-2,7,0,0.1%,-1,-7%
Cc1nn(Cc2ccc(F)cc2)c(C)c1NC(=O)c1cc2ncc(Br)cn2n1,-1,-1.3,10,5,4,0,1.4%,-4,-23%
O=C(Nc1c2c(nn1-c1ccccc1)CS(=O)C2)c1ccc(S(=O)(=O)N2CCOCC2)cc1 (stereo not given),4,1.3,-3,2,-7,-1,-1.2%,5,-5%
COc1cc(Br)c(C(C)NC(=O)c2ccc(C)cc2)cc1OC (stereo not given),4,-0.7,-10,-6,5,-25,-1.2%,1,-19%
COc1ccc(O)c(/C=N/NC(=O)c2ccc(CSc3nc(C)cc(C)n3)cc2)c1,-2,0.0,0,-29,-6,-1,3.1%,-7,36%[activator]
Cc1ccc(-c2nc(C(=O)O)cs2)cc1,2,-0.2,nt,7,-12,1,5.7%,-4,-6%

Single records, from the list above. Values in the order: D1 agonist, TRHR agonist, D2 potentiator, D1 antag, RXFP1 antag, TRHR PAM, RXFP1 agonist, D1 PAM, Anesthetic bind
Cc1ccc(C(O)P(=O)(OC2CCCCC2)OC2CCCCC2)cc1 (stereo not given) as listed: 29, -1.3, nt, 10, -13, 8, -0.2%, -1, -18%
CCSCc1nnc(SCC(=O)Nc2ccc(OC)cc2)n1C as listed: 0, -0.1, -5, 25, -1, 2, 0.4%, -4, -12%
COc1cc(Br)c(C(C)NC(=O)c2ccc(C)cc2)cc1OC (stereo not given) as listed: 4, -0.7, -10, -6, 5, -25, -1.2%, 1, -19%

(cont.)
SMILES,D1 agonist,TRHR agonist,D2 potentiator,D1 antag,RXFP1 antag,TRHR PAM,RXFP1 agonist,D1 PAM,Anesthetic bind
O=C1C2C3CC(C(Br)C3Br)C2C(=O)N1CC1CCCO1 (stereo not given),2,0.1,2,2,28,3,-0.2%,1,-3%
CCc1ccc(C2CC(=O)N(c3ccc(F)cc3)C3=C2C(=O)OC3)cc1 (stereo not given),4,0.1,nt,-30,-3,5,-1.9%,-4,-17%
Nc1nonc1-n1nnc(C(=O)N/N=C/c2ccc3c(c2)OCO3)c1-c1ccccc1,26,0.3,21,16,-13,14,3.0%,-5,1%
N#CC1=C(SCC(=O)c2ccc(Br)cc2)NC2=C(C(=O)CCC2)C1c1ccco1 (stereo not given),4,-0.1,-9,-3,-3,2,0.1%,-3,-18%
O=[N+]([O-])c1ccccc1OCCCN1CCOCC1,0,0.1,-14,6,7,3,0.0%,0,-20%
CC(CCc1ccccc1)NC(=O)CCN1N=C(c2ccccc2)CCC1=O (stereo not given),-2,0.1,2,-9,14,1,1.8%,0,-14%
CC(=O)Nc1cccc(NC(=O)CSc2ccc(C(F)(F)F)cc2[N+](=O)[O-])c1,12,0.4,14,6,-4,9,0.9%,-6,-18%
COc1ccc(CNC(=O)CCSCc2cccc(F)c2)cc1,0,-2.0,-2,-5,-5,9,-1.9%,2,6%
Oc1cc(Cc2ccccc2)cnc1CN1CCCCC1,8,-1.1,2,-5,-5,3,0.3%,-1,-16%
CC(=O)Nc1nc(-c2ccc(Cl)cc2)ns1,7,0.4,-1,-18,-10,-3,0.0%,-4,-9%
COc1cccc(OC)c1C(=O)Nc1cccc(-c2cn3ccsc3n2)c1,5,-0.1,8,3,1,-5,-4.4%,-2,88%[activator]
COc1ccc(CNc2nc3ccccc3n2C)c(O)c1,1,0.2,-22,42,-15,-1,0.9%,2,-14%
Cn1c(=O)n(CCC(=O)O)c2ccccc21,2,1.4,2,15,11,-5,-0.8%,-2,-2%
CN(C)S(=O)(=O)c1ccc(C(=O)Oc2coc(CSc3ncccn3)cc2=O)cc1,6,0.4,5,11,0,1,13%,-1,-1%
CC(=O)NNS(=O)(=O)c1ccccc1[N+](=O)[O-],4,-0.8,13,-5,18,7,-0.2%,2,8%
Nc1nc(SCC(=O)N2CCCC2)[nH]c(=O)c1-c1ccccc1,0,-0.2,-2,5,3,0,-0.5%,-2,5%
COc1ccc2[nH]c(C(=O)O)c(CCN3C(=O)c4ccc(C(=O)O)cc4C3=O)c2c1,2,-0.2,12,1,-7,-1,-1.0%,-2,9%
Cc1cccn2c(=O)c3cc(C(=O)NC4CCCC4)c(=N)n(CCc4ccccc4)c3nc12,4,0.3,-9,-23,-4,2,-3.7%,-6,-2%
CCNC(=O)COC(=O)CCNC(=O)c1cccc(C)c1,1,0.2,4,4,1,3,0.9%,-6,-3%
Cc1cc(C)c(C2C(C#N)=C(N)Oc3n[nH]c(C)c32)cc1CN1CCOCC1 (stereo not given),1,0.5,-11,-3,-15,17,0.3%,5,-14%
O=C(NC(CO)(CO)CO)[C@@H]1CCCN1S(=O)(=O)c1cccc2cccnc12,0,0.0,-10,-5,nt,-4,-0.4%,3,nt
COc1ccc(/C=C/C(=O)N(C)Cc2cccs2)cc1S(=O)(=O)N1CCOCC1,6,0.2,0,-14,-8,2,-0.4%,-1,-19%
Cc1ccc(S(=O)(=O)Nc2cc3c(C(=O)O)c(C)oc3c3ccccc23)c(C)c1,3,0.1,nt,-3,-4,-1,1.0%,-3,-9%
Cn1c(NC(=O)c2ccc(S(=O)(=O)N3CCCCC3)cc2)cc(=O)n(C)c1=O,0,0.4,7,-2,10,4,5.5%,0,-7%
Cc1ccc(-c2nc(C3CCN(S(C)(=O)=O)CC3)no2)cc1,7,1.6,-10,2,3,-6,-0.4%,-8,-15%
O=C(CSc1nnc2c(n1)[nH]c1ccccc12)NCc1ccccc1F,0,0.3,nt,-6,-3,6,1.7%,-11,-9%
COc1cc(OC)cc(C(=O)NCC(=O)OCC(=O)c2cc(C)n(Cc3ccco3)c2C)c1,6,0.0,-4,-2,nt,2,0.4%,0,-12%
CCN(CC(=O)Nc1cccc(OC)c1)c1ncnc2sc(C)c(C)c12,10,-0.5,nt,-15,4,-3,-0.2%,-3,6%
Cc1ccc(C(=O)CSc2nnc(-c3ccco3)n2CC2CCCO2)cc1 (stereo not given),4,-0.4,7,-7,0,-2,0.9%,-3,-4%
CCCCOC(=O)c1cccc(NC(=O)CCC(=O)O)c1,4,0.1,5,10,6,7,0.1%,0,-8%
COc1ccc(NS(=O)(=O)c2cccc(C(=O)NCC(c3ccc(OC)cc3)N3CCOCC3)c2)cc1 (stereo not given),10,-1.1,-3,39,-11,-4,1.2%,4,?
CN(C)C1=NCCN1CCCC1CCCCC1,-1,0.0,-5,-4,nt,0,1.3%,-2,nt
CCOC(=O)CN1NC2(CCCC(C)C2)NC1=S (stereo not given),2,1.3,8,12,-2,4,-0.1%,2,-4%
Cc1ccc(N2CCN(S(=O)(=O)c3nnc(NC(=O)c4ccco4)s3)CC2)cc1,0,-0.4,-3,-6,-4,-2,2.0%,-7,-19%
Cc1ccc[n+](-c2nc([O-])sc2C=O)c1,19,10,1,8,13,2,1.1%,0,-4%
CC(C)Cc1nnc(NC(=O)CSc2nc(-c3ccccc3)cc(=O)[nH]2)s1,0,0.1,3,1,-21,-3,-0.9%,0,-13%
c1ccc(-c2nnc(CSc3ccc4c(c3)OCCO4)o2)cc1,9,-0.9,nt,-27,-4,11,0.9%,-9,?

Source: PubChem (National Center for Advancing Translational Sciences (NCATS))

Only part of the results is shown, so the mix of outcomes need not match the whole.
